# High-throughput results as filed in PubChem.
# GRIN3A LBD mod = modulates the human NR3A ligand-binding domain; Tm shift relative to glycine control, % at 25 µM; NR3A LBD differential scanning fluorimetry, Tm shift; 0% = protein alone, 100% = glycine-bound protein; 340,000 tested, 2.5% active;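 active means melting temperature shift of at least 10% of the positive control shift, at one fixed dose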
# SENP6 inh = SENP6 protease inhibition | Q9GZR1 | Recombinant SENP6 catalytic domain, aminoluciferin luminescence | inhibition, % at 10 µM | 330,000 tested, 1.8% active;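 active means inhibition above about 50% at the single tested dose, limit read from the data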;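 further: plate controls were DMSO wells with enzyme for no effect and DMSO wells lacking enzyme for full effect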
# ATG4B inh = ATG4B (human) cysteine protease inhibition | ATG4B cleavage of LC3-PLA2, NBD-HPC fluorescence, 1 h | inhibition, % at 8.33 µM | 340,000 tested, 0.51% active | Q9Y4P1; in the data active means inhibition above about 40%
# MPTP inh = inhibitors of mitochondrial permeability transition pore; isolated mouse mitochondria, Ca2+ swelling absorbance, 30 min; inhibition, % at 10 µM; 360,000 tested, 1.4% active;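 active means inhibition of 50% or more, scaled per plate between neutral and stimulator controls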;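 further: 0% = DMSO wells given calcium and 100% = 1 mM EGTA wells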
# PfG6PD inh = PfG6PD (Plasmodium falciparum) enzyme inhibition. 350,000 tested, 0.78% active. PfGluPho enzyme, NADPH resazurin-diaphorase fluorescence. inhibition, % at 20 µM;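 active means inhibition reaching at least a set limit at 20 µM in the primary screen, cut at about 59% in these data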;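 further: 0% = DMSO wells with substrate and 100% = DMSO wells lacking glucose-6-phosphate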
# SENP7 inh = SENP7 protease inhibition; recombinant SENP7, Z-RLRGG-aminoluciferin luminescence, 40 min; inhibition, % at 5 µM; 330,000 tested, 1.5% active; AID 434973;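 active means inhibition above about 50% at the single test dose, limit read from the data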;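 further: plate controls were DMSO with enzyme for no effect and no enzyme buffer wells for full effect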
# HKDC1 inh = blocks human hexokinase HKDC1 activity. Q2TB90. recombinant HKDC1, G6PDH/diaphorase resazurin coupled fluorescence. inhibition, % at 20 µM. 340,000 tested, 0.16% active;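 active means inhibition above about 35% when tested at 20 µM, limit read from the data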;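 further: plate controls were DMSO wells with enzyme for no effect and DMSO wells lacking enzyme for full effect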
# Target sequence (Q2TB90 whole entry, looked up): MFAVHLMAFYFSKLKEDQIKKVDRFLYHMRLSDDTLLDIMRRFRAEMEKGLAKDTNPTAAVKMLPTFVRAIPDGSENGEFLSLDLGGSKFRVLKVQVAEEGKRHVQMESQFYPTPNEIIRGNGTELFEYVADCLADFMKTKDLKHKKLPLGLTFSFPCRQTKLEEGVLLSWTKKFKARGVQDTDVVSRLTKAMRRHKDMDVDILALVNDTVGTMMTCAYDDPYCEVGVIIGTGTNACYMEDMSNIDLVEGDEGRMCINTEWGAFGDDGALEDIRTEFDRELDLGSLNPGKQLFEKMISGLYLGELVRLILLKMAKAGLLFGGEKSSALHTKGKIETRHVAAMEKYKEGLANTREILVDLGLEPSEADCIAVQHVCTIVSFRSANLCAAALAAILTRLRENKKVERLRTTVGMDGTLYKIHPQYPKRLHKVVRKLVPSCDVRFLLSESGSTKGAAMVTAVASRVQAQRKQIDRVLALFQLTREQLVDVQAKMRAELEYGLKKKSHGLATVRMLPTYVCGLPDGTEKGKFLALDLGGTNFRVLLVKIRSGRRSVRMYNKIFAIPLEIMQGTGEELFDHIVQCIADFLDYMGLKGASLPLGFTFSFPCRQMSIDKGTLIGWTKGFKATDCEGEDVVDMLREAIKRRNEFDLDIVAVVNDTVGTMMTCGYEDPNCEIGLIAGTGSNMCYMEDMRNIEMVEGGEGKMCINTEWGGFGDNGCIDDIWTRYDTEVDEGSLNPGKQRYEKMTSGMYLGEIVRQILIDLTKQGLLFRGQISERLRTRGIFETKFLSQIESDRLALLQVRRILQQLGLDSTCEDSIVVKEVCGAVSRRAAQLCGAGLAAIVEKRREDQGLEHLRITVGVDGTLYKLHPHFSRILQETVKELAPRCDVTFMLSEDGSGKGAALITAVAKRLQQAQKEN
#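 Test system: recombinant HKDC1 (HK5) hexokinase enzyme, produced in-house; Amount: enzyme 5 µg/mL final; Buffer or medium: Tris pH 8.0 buffer with MgCl2, Tween-20, BSA, BME; Reagent: glucose and ATP substrates; Doses: 20 µM test compound, 1% DMSO; Incubation: 90 min reaction incubation at room temperature, dark; Detection: resorufin fluorescence at 613 nm.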
# SENP8 inh = inhibitors of human SENP8 protease. recombinant SENP8, Nedd8 substrate fluorescence. inhibition, % at 20 µM. 360,000 tested, 0.64% active; in the data active means inhibition mostly above about 40%, no sharp cut-off; inactive means mostly below about 27%
# Target sequence (Q96LD8 whole entry, looked up): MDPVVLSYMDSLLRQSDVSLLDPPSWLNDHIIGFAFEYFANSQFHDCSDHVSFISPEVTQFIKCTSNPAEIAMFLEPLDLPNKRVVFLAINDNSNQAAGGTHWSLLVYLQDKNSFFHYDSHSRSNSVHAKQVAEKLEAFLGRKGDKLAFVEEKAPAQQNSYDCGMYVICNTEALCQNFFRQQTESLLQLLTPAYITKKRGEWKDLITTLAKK
# * marks the source's active call; other numbers are inactive results; x = not tested or not shown.
SMILES,GRIN3A LBD mod,SENP6 inh,ATG4B inh,MPTP inh,PfG6PD inh,SENP7 inh,HKDC1 inh,SENP8 inh
CCNCC(O)c1cccc(O)c1 (stereo not drawn),1.9,-10.3,-4.2,-2.1,18.2,-6.9,-7.6,2.8
CN(C(=O)CN1CC=C(c2ccccc2)CC1)c1c(N)n(Cc2ccccc2)c(=O)[nH]c1=O,-3.7,-10.9,-5.0,-0.3,18.8,4.3,-8.9,8.3
Cc1ccc(-c2nc3ccccc3c(=O)n2-c2cccc(O)c2)cc1,0.0,-22.3,7.5,1.6,30.4,-3.3,-9.3,0.6
CCOC(=O)c1c(N)n(Cc2ccccc2)c2nc3ccccc3nc12,1.5,29.7,-9.9,-0.7,25.2,13.0,1.6,-294.6
COC(=O)C1=C(c2ccc(C(C)=O)cc2)C[C@@H]2CC[C@H]1N2C(=O)NCc1ccc(F)cc1,1.1,-1.9,0.1,-0.7,1.3,0.3,-9.5,10.3
CC(Cc1ccccc1)NC(N)=O (stereo not drawn),-3.4,7.3,10.9,-0.1,-6.1,-2.6,-3.9,14.8
Cc1cc(Cl)ccc1OCC(=O)O,-1.1,-0.3,-2.0,-1.6,-3.2,-2.3,0.0,3.0
Cc1ccc(N2C(=O)NC(=O)/C(=C\c3cn(CC(=O)O)c4ccccc34)C2=O)cc1,-2.5,-6.0,6.2,-0.5,23.2,-4.8,7.5,5.2
O=C(COc1ccc2c3c(c(=O)oc2c1)CCC3)N1C[C@H]2C[C@@H](C1)c1cccc(=O)n1C2,0.2,-5.7,-23.2,-0.4,19.8,6.8,9.2,-93.2
CCOP(=O)(OCC)c1cc(C)c(O)c(C(C)(C)C)c1,-1.9,18.0,-4.5,0.2,1.9,-8.5,-8.4,0.8
O=C1Nc2ccccc2C(c2ccccc2)=NC1O (stereo not drawn),0.9,9.2,-3.4,0.5,-10.3,-4.8,-2.0,14.4
CCOc1ccc(NC(=O)C2C3c4ccccc4C(c4ccccc43)C2C(=O)O)cc1 (stereo not drawn),0.3,-4.6,-2.4,-0.4,-30.7,-1.2,8.4,13.1
COC(=O)C1=C(c2cccc(OC)c2OC)C[C@@H]2CC[C@H]1N2C(=O)N1CCCC1,-1.3,-10.0,9.5,-0.7,-17.8,-1.0,4.3,4.2
O=C(NC1CN2CCC1CC2)c1ccc(-c2ccc([N+](=O)[O-])cc2)o1 (stereo not drawn),-0.7,3.0,11.3,-2.8,20.4,3.1,-7.5,-30.7
CC(=Nc1ccccc1N)c1c(O)n(C)c(=O)[nH]c1=O,-0.2,8.2,3.2,0.6,-13.6,6.7,3.3,-3.7
CC1=CC(=O)OC2CC3OC4C[C@@H](C)C5OC6CC7O[C@]8(C)C/C=C\C9OC%10CC%11OC(CC(C)CO)CC(O)[C@]%11(C)OC%10CC9OC8C[C@]7(C)O[C@]6(C)CCC5OC4C[C@]3(C)OC12 (stereo partly drawn),1.4,-4.6,-10.3,-1.2,5.6,4.3,-2.0,15.6
COC(=O)C1=C(c2ccc(Cl)c(C(F)(F)F)c2)C[C@@H]2CC[C@H]1N2C(=O)NCCCOC(C)C,-2.1,-9.6,0.6,-2.3,10.1,-13.4,-2.6,19.1
Cc1cccc(-n2c(O)c(C=NCCN3CCCCC3)c(=O)[nH]c2=O)c1,-1.3,-3.9,2.1,-2.4,-11.4,-4.1,-2.2,11.4
CC1=CC(O)C(O)C2(C)C1CC1OC(=O)CC3C(C)C(O)C(=O)C2C13CO (stereo not drawn),-0.2,x,-10.6,-0.1,-4.7,x,-10.8,5.2
CCC1(O)CCC2C3CCC4=CC(=O)CCC4C3CCC21CC (stereo not drawn),-3.2,x,-4.9,2.4,1.2,x,-4.0,-3.0
COC(=O)CC(=O)c1ccc2c(c1)OCO2,-1.5,-2.3,3.0,-1.1,-2.8,2.8,-5.1,1.7
O=C(Cc1c(Cl)cccc1Cl)N1CCN(Cc2ccccc2)CC1,-0.4,-18.6,-7.5,-1.8,7.4,-6.0,-2.9,4.5
COc1ccc2c(C)c(CCC(=O)N3C[C@H]4C[C@@H](C3)c3cccc(=O)n3C4)c(=O)oc2c1,-0.7,-17.9,-11.8,-0.9,3.9,17.6,6.3,-230.8
N#Cc1ccccc1OCC(=O)N1CCN(CC(=O)Nc2ccc(F)cc2)CC1,-0.4,-4.9,5.3,-1.1,-12.2,-4.3,-2.8,-6.1
CC(C)CCC1(CCO)C(=O)NC(=S)NC1=O,0.2,x,4.3,0.0,-8.0,x,-2.5,13.9
N#Cc1ccc(NC(=O)CN2CCCCCC2)cc1Cl,5.0,-34.3,6.0,-1.3,-2.9,-1.4,-1.2,21.2
O=c1c2ccccc2nc(/C=C/c2ccc(F)cc2)n1-c1ccccc1O,-9.7,-7.6,4.7,1.4,33.2,6.2,5.9,-36.0
COc1ccc(/C=C/C(=O)c2c(O)n(CCC3=CCCCC3)c(=O)[nH]c2=O)cc1OC,-0.5,-18.4,-0.8,-3.5,12.8,-4.6,12.5,-26.4
Cc1cccc(OCC(=O)N2CCN(Cc3ccc([N+](=O)[O-])cc3)CC2)c1,-3.5,-5.7,-27.9,0.6,-1.9,-10.8,-6.0,21.1
COc1ccccc1NC(=O)COC(=O)c1cc(C)n(C2CC2)c1C,0.5,0.0,-1.8,1.8,-15.2,-3.6,-4.1,15.0
CCCCC(=O)N/N=C/c1c(O)n(-c2ccccc2)c(=O)[nH]c1=O,-2.2,-1.5,1.7,-1.5,-13.7,-0.7,-3.5,8.1
O=S(=O)(NC1CCCC1)OCC(Cl)(Cl)Cl,-1.0,-4.6,-8.6,0.8,-2.5,0.7,-3.5,15.6
C=CCN1CCC2(C)c3cc(O)ccc3CC1C2C (stereo not drawn),-0.9,3.6,6.4,-1.5,-8.9,7.5,-6.5,10.6
O=C1N(c2cccc(Cl)c2)C(c2cccnc2)N2CCCN12 (stereo not drawn),-0.7,-11.1,-2.9,0.2,16.0,0.8,-7.4,0.8
COC(=O)C1=C(c2ccc(S(C)(=O)=O)cc2)C[C@@H]2CC[C@H]1N2C(=O)NCc1cccc2ccccc12,0.3,-3.6,4.2,-0.7,-5.2,5.0,1.7,14.2
O=C1NC(=O)C2(Cc3ccccc3N3CCCC32)C(=O)N1 (stereo not drawn),-1.0,-16.0,11.4,-0.8,-0.5,0.8,-5.0,-75.4
CN(C)C(=O)Oc1ccc(OCc2nc3ccccc3[nH]2)cc1,0.6,91.2*,-6.0,18.2,-3.4,95.2*,-7.2,14.5
C=C(COC(=O)CCC(=O)O)CC1CC(O)[C@]2(C)OC3CC4OC5C[C@]6(C)O[C@]7(C)CCC8OC9C[C@]%10(C)OC%11C(C)=CC(=O)OC%11CC%10OC9C[C@@H](C)C8OC7CC6O[C@]5(C)C/C=C\C4OC3CC2O1 (stereo partly drawn),-0.6,3.9,-12.1,2.8,3.2,8.3,-0.5,9.1
CC=C(CC)C1(CCC)C(=O)NC(=S)NC1=O,0.0,x,0.1,0.3,8.9,x,-4.5,-5.0
c1ccc(CNC2CCCCCCC2)cc1 (tested in a mixture with another compound),-2.8,x,9.6,0.8,-8.1,x,-1.6,8.5
C[C@H](NC(=O)N1C[C@H]2C[C@@H](C1)c1cccc(=O)n1C2)C(=O)Nc1ccccc1F,-0.5,-12.6,-28.9,-1.3,-2.8,-2.2,-4.8,39.5
CC1(C)C2([N+](=O)[O-])CN3CC1([N+](=O)[O-])CN(C2)C3c1cccnc1 (stereo not drawn),-0.9,-6.6,1.5,-1.8,-12.5,-6.4,2.1,12.1
COc1ccc(OCC(=O)N2CCN(Cc3nc4cc([N+](=O)[O-])ccc4n3C)CC2)cc1,1.2,7.6,-16.8,5.1,3.0,0.1,-2.5,16.9
CC1(C)OC1COc1c2occc2cc2ccc(=O)oc12 (stereo not drawn),0.5,9.3,-8.7,-0.5,6.0,-11.5,2.1,-7.9
Cc1cccc(OC(=O)N2CCOCC2)c1,0.9,-7.7,-6.3,0.0,2.0,1.6,-4.5,4.9

# Complete entries as entered above. Order of values: GRIN3A LBD mod	SENP6 inh	ATG4B inh	MPTP inh	PfG6PD inh	SENP7 inh	HKDC1 inh	SENP8 inh
# Cc1cccc(-n2c(O)c(C=NCCN3CCCCC3)c(=O)[nH]c2=O)c1 is entered as -1.3	-3.9	2.1	-2.4	-11.4	-4.1	-2.2	11.4
# CCCCC(=O)N/N=C/c1c(O)n(-c2ccccc2)c(=O)[nH]c1=O is entered as -2.2	-1.5	1.7	-1.5	-13.7	-0.7	-3.5	8.1

# The listing picks up, starting 5 compounds before the break.
SMILES,GRIN3A LBD mod,SENP6 inh,ATG4B inh,MPTP inh,PfG6PD inh,SENP7 inh,HKDC1 inh,SENP8 inh
C[C@H](NC(=O)N1C[C@H]2C[C@@H](C1)c1cccc(=O)n1C2)C(=O)Nc1ccccc1F,-0.5,-12.6,-28.9,-1.3,-2.8,-2.2,-4.8,39.5
CC1(C)C2([N+](=O)[O-])CN3CC1([N+](=O)[O-])CN(C2)C3c1cccnc1 (stereo not drawn),-0.9,-6.6,1.5,-1.8,-12.5,-6.4,2.1,12.1
COc1ccc(OCC(=O)N2CCN(Cc3nc4cc([N+](=O)[O-])ccc4n3C)CC2)cc1,1.2,7.6,-16.8,5.1,3.0,0.1,-2.5,16.9
CC1(C)OC1COc1c2occc2cc2ccc(=O)oc12 (stereo not drawn),0.5,9.3,-8.7,-0.5,6.0,-11.5,2.1,-7.9
Cc1cccc(OC(=O)N2CCOCC2)c1,0.9,-7.7,-6.3,0.0,2.0,1.6,-4.5,4.9
O=C(Nc1ccccc1F)OC1CN2CCC1CC2 (stereo not drawn),-1.0,-29.7,5.4,0.5,-7.8,-1.0,-6.6,9.6
O=P(NC(c1ccccc1)c1ccccc1)(Oc1ccccc1)Oc1ccccc1,-1.5,-1.5,6.8,-1.9,-14.7,-5.6,-4.0,18.5
COc1cc(C(=O)O)cc(OC)c1OC,-0.5,x,-18.7,-0.9,8.4,x,-6.6,21.3
CN(C)C1=NP(N(C)C)(N(C)C)=NC(c2ccccc2)=N1,0.3,-8.7,-1.8,0.7,-6.0,-1.0,-0.2,23.4
O=S(=O)(c1ccccc1)N1CCN2CCCC2C1 (stereo not drawn),-0.2,-17.9,2.5,0.5,7.9,0.3,-3.2,5.9
FC(F)(F)Oc1ccc(NC2=NCCCS2)cc1,1.3,-19.6,7.6,0.8,-110.9,10.1,-5.0,14.4
O=C1NC(=O)C2C1C1(Cl)C(Cl)=C(Cl)C2(Cl)C1(Cl)Cl (stereo not drawn),-8.7,x,2.9,-0.2,-13.8,x,-7.3,10.5
COc1ccc(-n2c(/C=C/c3ccc4c(c3)OCO4)nc3ccccc3c2=O)cc1,-4.3,12.1,26.5,-1.4,9.7,4.0,0.3,-160.8
O=C(c1ccc(F)c([N+](=O)[O-])c1)N1CC2CC(C1)c1cccc(=O)n1C2 (stereo not drawn),-1.2,-12.4,2.4,0.4,-10.2,5.0,-1.6,8.5
Cn1cc(CCC(=O)N2CCC3(CC2)OCCO3)c2ccccc21,1.5,-9.1,-3.3,-2.3,-2.1,-3.4,10.8,12.3
CN1CCN(c2ccc(Cl)cc2N)CC1,1.4,-21.7,-5.7,0.3,-3.4,6.3,-8.7,13.4
CCCCCn1c(=O)c(C(=O)NCc2ccncc2)c(O)c2ccccc21,0.9,-10.5,-2.5,2.0,6.4,-1.1,-3.1,-54.1
NC(=O)c1ccsc1NC(=O)COC(=O)Cc1ccccc1,1.4,12.8,1.2,-0.9,-5.7,-5.3,-1.5,-7.8
C=CCn1c(O)c(/C=C2/C=CC=N2)c(=O)[nH]c1=O,-2.4,-3.0,1.3,-1.0,4.8,3.6,-4.2,16.8
OC(CN1CCCCC1)c1c[nH]c2ccccc12 (stereo not drawn),0.9,-3.4,3.0,-0.4,-17.6,4.1,-1.1,4.8
Cc1ccc(C2C(=O)NC(=O)NC2=O)cc1,1.2,-29.6,-1.7,1.2,10.1,-4.9,-1.1,13.6
O=C1CC(c2ccccc2)CC(O)=C1C=NCCN1CCN(C(=O)Cc2ccccc2)CC1 (stereo not drawn),-1.1,-11.2,-9.6,1.8,1.1,-3.5,-4.9,11.6
c1cc(C2N3CCCN2CC3)ccn1 (stereo not drawn),2.0,-10.6,0.5,-0.2,-16.7,-9.6,-0.8,14.4

# This is a subset, so the mix of outcomes need not match the whole.
